Compound activity as filed in PubChem BioAssay.
LAP4 TOR yeast: modulators of LAP4-GFP expression in yeast, primary screen, S. cerevisiae, multiplex flow cytometry, MLPCN library; 320,000 tested, 0.34% active; GFP response vs DMSO, % at 10 µM; 3 h; median GFP as percent of DMSO wells;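 active = GFP response vs DMSO above a set limit, about the screen mean plus 3 SD, cut at about 150% in these data; inconclusive = under 70 cell events counted for the yeast strain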
AHR act: AHR activators, primary screen, cell-based, luminescence, luciferase reporter, human | Aryl hydrocarbon receptor (Homo sapiens), P35869 | AHR-responsive luciferase reporter cells | 320,000 tested, 2.5% active | activation, % at 5 µM; in the data active = activation above about 47%;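 note: 0% = vehicle wells and 100% = reference agonist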
Yeast superoxide: reduction of superoxide in aged yeast, primary screen, HTS | S. cerevisiae aged cells, superoxide DHE fluorescence; active compounds read low | superoxide response (% of plate mean), % at 10 µM | 330,000 tested, 0.18% active | AID 2690, 2010;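 active = superoxide response under a set limit, about three screen SD below normal, cut at about 65% in these data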;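 note: yeast aged for seven days with compound at 30 °C before DHE staining; 100% = average MFI of all compound-treated wells on the plate with controls excluded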
procasp7 counter: procaspase-7 activators, primary screen, counter-screen for procaspase-3 activator project, biochemical, absorbance, HTS, human | Caspase-7 (Homo sapiens), P55210 | recombinant procaspase-7, Ac-DEVD-pNA absorbance 405 nm; D23A/D198A/D206A triple mutant, cannot self-cleave; scale: DMSO 0, 5 µM enzyme 100 | activation, % at 8.5 µM | 330,000 tested, 0.093% active | AID 463210, 2010;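 active = percent activation above the screen-wide mean plus 3 SD, cut at about 25% in these data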
Target sequence (P55210 whole entry D23A/D198A/D206A): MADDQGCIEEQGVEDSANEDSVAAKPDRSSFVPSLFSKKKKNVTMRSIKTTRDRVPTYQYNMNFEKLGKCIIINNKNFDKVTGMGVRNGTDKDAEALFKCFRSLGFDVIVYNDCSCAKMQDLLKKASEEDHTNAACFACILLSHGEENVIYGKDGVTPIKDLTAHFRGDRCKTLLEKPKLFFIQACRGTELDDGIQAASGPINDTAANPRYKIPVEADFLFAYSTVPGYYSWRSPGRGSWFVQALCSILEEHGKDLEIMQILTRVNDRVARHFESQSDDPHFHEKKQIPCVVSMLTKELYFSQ
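signal = Epi-absorbance of released pNA at 405 nm, two timepoints | assay system = Uncleavable procaspase-7 mutant enzyme | reagent = Ac-DEVD-pNA substrate, 400 µM as added | times = 1 h enzyme–compound preincubation and 2 h substrate reaction, both 25 °C | benchmarks = low DMSO alone, high DMSO plus 5 µM PC-7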
GASC-1 inh: inhibitors of GASC-1 histone demethylase, primary screen, biochemical, fluorescence, DELFIA europium; Lysine-specific demethylase 4C (Homo sapiens), Q9H3R0; GST-JMJD2C(1-420) H3K9me3 demethylation; inhibition, % at 2.35 µM; 330,000 tested, 0.069% active; AID 2099, 2009;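 active = more than half of a compound's replicate wells show inhibition beyond 50%, single wells judged on their own value; inconclusive = some, but no more than half, of replicates pass 50% inhibition; inactive = no replicate passes 50% inhibition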;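 note: signal counts dimethyl H3K9 product captured on neutravidin plate; 0% = median of DMSO wells and 100% = 0.3 times that DMSO median; strong numbers were not always called active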
Target sequence (Q9H3R0 1-420 limits assumed): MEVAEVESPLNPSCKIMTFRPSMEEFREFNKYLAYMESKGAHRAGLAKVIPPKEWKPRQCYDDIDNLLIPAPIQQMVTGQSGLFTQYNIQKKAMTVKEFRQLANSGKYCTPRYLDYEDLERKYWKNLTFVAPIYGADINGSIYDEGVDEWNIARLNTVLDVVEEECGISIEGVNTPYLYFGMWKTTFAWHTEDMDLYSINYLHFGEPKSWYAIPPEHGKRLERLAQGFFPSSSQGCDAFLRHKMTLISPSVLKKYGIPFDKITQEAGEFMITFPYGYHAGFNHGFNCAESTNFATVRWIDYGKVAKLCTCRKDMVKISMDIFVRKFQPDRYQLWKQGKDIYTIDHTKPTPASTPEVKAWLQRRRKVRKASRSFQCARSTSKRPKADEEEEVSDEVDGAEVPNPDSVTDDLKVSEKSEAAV
procasp3 activ: activators of human procaspase-3 D3A mutant, primary screen, biochemical, absorbance, PC-3 D3A mutant, single concentration. 330,000 tested, 0.11% active. Caspase-3 (Homo sapiens), P42574. activation, % at 8.5 µM. recombinant procaspase-3 D3A, Ac-DEVD-pNA absorbance 405 nm;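 active = activation above the mean of all tested compounds plus 3 SD, cut at about 21% in these data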;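 note: 0% = DMSO alone and 100% = DMSO wells spiked with extra 5 µM PC-3 D3A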
Target sequence (P42574 whole entry D9A/D28A/D175A): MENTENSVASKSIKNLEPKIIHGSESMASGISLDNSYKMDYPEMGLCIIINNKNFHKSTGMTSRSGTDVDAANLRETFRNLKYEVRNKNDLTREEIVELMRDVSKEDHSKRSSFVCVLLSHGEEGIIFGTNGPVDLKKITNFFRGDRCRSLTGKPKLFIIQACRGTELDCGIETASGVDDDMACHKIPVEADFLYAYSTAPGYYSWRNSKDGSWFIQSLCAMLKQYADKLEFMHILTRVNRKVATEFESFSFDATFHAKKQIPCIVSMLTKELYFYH
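Assay system: Procaspase-3 D3A mutant, all three cleavage aspartates alanine. Buffer or medium: Zinc-free HEPES saline buffer with Triton X-100. Times: 1 h compound preincubation, 2 h substrate hydrolysis at 25 °C. Measured by: 405 nm absorbance of p-nitroaniline, reads at 0 and 120 min. Read-out basis: percent activation relative to control range. Replicates: singlicate.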
MEP2 TOR yeast: modulators of MEP2-GFP levels in yeast, primary screen, S. cerevisiae, multiplex flow cytometry, MLPCN library | 330,000 tested, 0.51% active | S. cerevisiae MEP2-GFP strain, 3 h; 100% = DMSO control level | GFP response vs DMSO, % at 10 µM;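 active = GFP response versus DMSO above a set limit, roughly screen mean plus 3 SD, cut at about 180% in these data; inconclusive = fewer than 70 cells counted for a yeast strain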;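 note: median GFP fluorescence of the barcode-gated MEP2-GFP cells per well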
RPL19A TOR yeast: RPL19A-GFP expression modulators in yeast, primary screen, cell-based, S. cerevisiae, multiplex flow cytometry, MLPCN; S. cerevisiae RPL19A-GFP strain, 3 h; active compounds read low; 330,000 tested, 0.3% active; AID 2025, 2009; percent response vs DMSO, % at 10 µM;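 active = percent response vs DMSO below 50%; inconclusive = fewer than 70 events counted for the yeast strain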;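 note: median channel GFP fluorescence of the barcoded RPL19A-GFP strain; ratio of sample median GFP to plate DMSO average so 100% = DMSO; lower means less RPL19A-GFP as with rapamycin TOR inhibition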
The depositor's hits bear a star; ? = inconclusive; · = no result given; & = joins results of further samples.

mol	LAP4 TOR yeast	AHR act	Yeast superoxide	procasp7 counter	GASC-1 inh	procasp3 activ	MEP2 TOR yeast	RPL19A TOR yeast
Cc1c(Cl)cccc1Nc1ncccc1C(=O)OCC(O)CO (stereo unspecified)	94	-1	103	1	-25	0	98	93
COc1cc(/C=C/C(=O)N2CCc3ccccc3C2)cc(OC)c1OC	83	11	98	-10	3	-1	89	97
Cc1ccc(S(=O)(=O)N2CCOCC2)cc1NC(=O)CSc1nc(N)cc(=O)[nH]1	88	1	92	-7	8	-5	96	95
CC(=O)c1ccc(OCCCC(=O)NCC(c2ccco2)N(C)C)cc1 (stereo unspecified)	105	1	101	0	-4	5	102	107
Cc1noc(C)c1COc1ccc(C(=O)OCC(=O)N2c3ccccc3NC(=O)C2(C)C)cc1	102	-1	113	7	0	0	103	98
O=C(NC(=S)Nc1ccc2oc(=O)ccc2c1)c1ccco1	108	-1	82	3	-5	5	100	106
Cc1cc(C)n(CCNC(=O)c2cc(COc3ccc(F)cc3Cl)on2)n1	98	-2	112	-4	4	-3	103	105
O=C(Nc1nccs1)C1CC(=O)N(c2ccc(F)cc2)C1 (stereo unspecified)	101	-1	88	0	4	3	106	103

A second format for some results above.
smiles: O=C(Nc1nccs1)C1CC(=O)N(c2ccc(F)cc2)C1 (stereo unspecified)
  LAP4 TOR yeast: 101 | AHR act: -1 | Yeast superoxide: 88 | procasp7 counter: 0 | GASC-1 inh: 4 | procasp3 activ: 3 | MEP2 TOR yeast: 106 | RPL19A TOR yeast: 103

smiles: COc1cc(/C=C/C(=O)N2CCc3ccccc3C2)cc(OC)c1OC
  LAP4 TOR yeast: 83 | AHR act: 11 | Yeast superoxide: 98 | procasp7 counter: -10 | GASC-1 inh: 3 | procasp3 activ: -1 | MEP2 TOR yeast: 89 | RPL19A TOR yeast: 97

Other structures.
mol	LAP4 TOR yeast	AHR act	Yeast superoxide	procasp7 counter	GASC-1 inh	procasp3 activ	MEP2 TOR yeast	RPL19A TOR yeast
O=C(CN1CCN(S(=O)(=O)c2ccc(F)cc2)CC1)Nc1ccccc1F	108	0	92	-1	-4	3	99	100
O=C(c1cc(F)ccc1F)C1CCCN(C(=O)CSc2ccccn2)C1 (stereo unspecified)	93	5	98	3	-5	4	104	107
CSCCC(NC(=O)c1ccc(Cl)cc1)C(=O)OCC(=O)NCc1ccco1 (stereo unspecified)	99	2	89	-1	0	-3	94	94
COc1ccc(CC(=O)N/N=C/c2ccc(-c3cccc(C(=O)O)c3)o2)cc1OC	113	5	108	3	-6	-3	93	94
C/C(C=O)=C/c1ccccc1	91	-2	83	11	-3	-1	88	88
COc1ccc(S(=O)(=O)N2CCN(Cc3cc(OC)c(OC)cc3OC)CC2)cc1	105	1	100	10	3	-1	102	104
COc1ccccc1OCc1cc(C(=O)NCc2ccc(N3CCCC3=O)cc2)no1	102	0	102	4	-13	-2	100	100
O=C(c1cc(-c2ccccc2)on1)N1CCN(Cc2ccc3c(c2)OCO3)CC1	106	1	77	-4	-17	-6	107	96

The results go on:
mol	LAP4 TOR yeast	AHR act	Yeast superoxide	procasp7 counter	GASC-1 inh	procasp3 activ	MEP2 TOR yeast	RPL19A TOR yeast
Cc1ccc2oc(C(=O)NCC(c3ccco3)N(C)C)c(C)c2c1 (stereo unspecified)	104	3	108	0	7	-3	115	107
COc1ccc(NS(=O)(=O)c2cccc(NC(=O)c3ccc(S(=O)(=O)N4CCCCCC4)cc3)c2)cc1	96	4	92	8	-8	-3	100	99
CCO[C@@H]1OC(C(=O)O)=C[C@H](c2ccc(Br)cc2)[C@H]1CCCO	97	-3	111	7	-5	9	110	104
COCC(=O)OCC(=O)N1N=C(c2ccc(Cl)cc2)CC1c1ccco1 (stereo unspecified)	102	-4	109	11	0	5	102	98
Cc1ccnc(NC(=O)c2cccc(S(=O)(=O)Nc3ccc(C)cc3C)c2)c1	91	61*	108	3	-4	-2	98	100
CCn1c(C)nc2cc(C(=O)NNC(=S)Nc3ccc(OC)cc3)ccc21	95	-12	99	-13	-5	-2	104	97
COc1ccccc1C(=O)NCCC(=O)NCC(c1ccco1)N1CCCC1 (stereo unspecified)	108	2	121	8	13	7	107	103
CC(NC(=S)Nc1ccccc1Cl)C(c1ccccc1)N1CCOCC1 (stereo unspecified)	95	4	90	4	-6	2	102	108

Additional compounds
mol	LAP4 TOR yeast	AHR act	Yeast superoxide	procasp7 counter	GASC-1 inh	procasp3 activ	MEP2 TOR yeast	RPL19A TOR yeast
Cc1nn(C)c(C)c1CN(Cc1nc(CCC(C)C)no1)C(C)C	99	-4	109	9	-9	7	90	95
CCOC(=O)C1=C(O)/C(=C/c2ccccn2)SC1=Nc1ccc(Cl)cc1	96	9	87	-6	7	0	100	105
COc1cccc(OC)c1C(=O)Nc1cc(C)nn1-c1nc2ccccc2[nH]1	94	39	88	1	6	7	101	93
CC(C)(C)C(=O)/C=C(\N)c1ccccn1	101	2	90	6	3	-4	98	93
CCCCOc1ccc2c(c1)/C(=C(\C(Cl)=C(Cl)Cl)[N+](=O)[O-])N2	115	8	103	4	-8	3	104	95
CCCCN1C(=O)NC(NC(=O)c2ccco2)(C(F)(F)F)C1=O (stereo unspecified)	97	0	101	9	-1	-2	108	105
COc1ccc(-n2c(-c3ccc(Cl)cc3)c[n+]3c2CCc2ccccc2-3)cc1	100	-1	108	11	6	6	98	98
CN1C(=O)[C@@H]2[C@H](C1=O)[C@@H]1C(=O)Nc3ccccc3C(=O)N1[C@@H]2c1ccc(F)cc1	125	21	102	8	15	-1	92	96

Other compounds:
mol	LAP4 TOR yeast	AHR act	Yeast superoxide	procasp7 counter	GASC-1 inh	procasp3 activ	MEP2 TOR yeast	RPL19A TOR yeast
CC(=O)Nc1ccc(NC(=O)C(C)Sc2nc3nc(C)cc(C)n3n2)cc1 (stereo unspecified)	103	-1	96	7	4	1	93	98
Cc1ccc(-c2cc(C(=O)Nc3cnn(C45CC6CC(CC(C6)C4)C5)c3)no2)cc1	105	2	93	2	5	7	102	98
Cc1cc(=O)n(-c2ccc(Cl)cc2)c(=O)[nH]1	?	0	89	6	6	4	?	?
O=C(O)Cc1ccc(NC(=O)Nc2ccc(Br)cc2)cc1	99	-4	116	8	-8	5	105	102
Cc1ccc(OCc2nnc(SCC(=O)Nc3cccc4ccccc34)n2-c2ccccc2)cc1	101	6	99	2	16	-3	101	100
COc1ccc(Br)cc1CNC(=O)C1CCC(=O)N1C(C)C (stereo unspecified)	95	3	86	10	6	4	103	98
C#CCN(C(=O)c1ccc(OC2CCN(C(=O)CCOC)CC2)cc1)C1CCCCC1	106	·	102	·	-4	·	104	98
NC1=NC(=O)C(Cc2ccc(OC(F)(F)F)cc2)S1 (stereo unspecified)	107	0	93	-6	-5	-4	107	100

Next section:
mol	LAP4 TOR yeast	AHR act	Yeast superoxide	procasp7 counter	GASC-1 inh	procasp3 activ	MEP2 TOR yeast	RPL19A TOR yeast
Cc1[nH]nc(Nc2ccc(O)cc2)c1[N+](=O)[O-]	93	-4	95	-10	-38	-7	99	108
Cc1c(C(=O)N(Cc2ccccc2)C2CCS(=O)(=O)C2)oc2ccccc12 (stereo unspecified)	95	3	109	8	0	4	94	104
Cc1nn(-c2ccccc2)nc1CNC(=O)C1CC1	102	-2	105	4	-2	5	89	92
Cc1ccc(-c2ccc(=O)n(CC(=O)NCCN3CCCCC3C)n2)cc1 (stereo unspecified)	101	0	130	1	·	-4	103	100
Cc1cc(=O)[nH]c(SCC(=O)Nc2ccccc2[N+](=O)[O-])n1	96	5	125	-3	2	-5	96	99
Cc1[nH]n(-c2ccccc2)c(=O)c1N=Nc1ccc2c(c1)OCO2	111	34	99	2	3	-1	101	101
O=C(O)c1ccc2[nH]c3c(c2c1)CCCC3	105	·	94	·	-4	·	105	102
COc1ccc(CN2CCN(C(=O)c3ccc(CNS(=O)(=O)c4ccc(C)cc4)cc3)CC2)c(OC)c1OC	106	0	85	4	5	2	111	107

(continued)
mol	LAP4 TOR yeast	AHR act	Yeast superoxide	procasp7 counter	GASC-1 inh	procasp3 activ	MEP2 TOR yeast	RPL19A TOR yeast
Fc1ccc(Nc2nc(N/N=C/c3ccco3)nc(N3CCCCC3)n2)cc1	118	30	99	2	-11	-6	92	96
CCCc1nnc(SCC(=O)N2CCCC(C)C2)n1CC1CCCO1 (stereo unspecified)	99	2	106	1	33	-4	106	106
CCOC(=O)c1c2ccc(OCC(=O)NN)cc2n2ccccc12	105	86*	110	6	-26	5	104	95
Cc1ccc(CSc2nnc(SCC(=O)N/N=C/c3ccccc3OCC(=O)O)s2)cc1	104	-3	100	-4	-1	4	105	102
C/C(=N/NC(=O)c1cccnc1)C1=C(O)CC(C)(C)CC1=O	94	3	103	-5	-10	1	98	98
O=C(CN1CCc2ccccc2C1)NCC(=O)Nc1ccc(F)cc1	99	5	107	3	-2	0	100	102
Cc1ccc(S(=O)(=O)N2CCN(C(=O)COC(=O)CCOc3ccccc3C)CC2)cc1	115	2	103	11	6	4	105	103
COc1ccc2oc(C(F)(F)C(F)F)cc(=O)c2c1	97	1	94	5	-6	11	110	·

Carrying on:
mol	LAP4 TOR yeast	AHR act	Yeast superoxide	procasp7 counter	GASC-1 inh	procasp3 activ	MEP2 TOR yeast	RPL19A TOR yeast
CC(C)CC[n+]1ccccc1/C=C/c1ccc(N(C)C)cc1	105	7	87	-8	-43	-4	127	105
O=C(NC(=O)c1cc(OCC(F)(F)F)ccc1OCC(F)(F)F)Nc1ccccc1	104	-1	96	0	-2	1	99	96
CCC(NC(=O)C1CCCC1)c1ccccc1 (stereo unspecified)	100	0	90	-10	-4	5	103	94
CCOC(=O)c1cc(NC(=O)c2c(C)noc2C)cc(C(=O)OCC)c1	95	1	89	10	0	2	94	94
CCOc1cccc(NC(=O)C2CCCN(S(=O)(=O)c3ccc(-n4cnnn4)cc3)C2)c1 (stereo unspecified)	103	4	104	10	-1&12	0	106	100
